CCHF vOTU inh: CCHFV vOTU protease inhibition; inhibition, % at 11.5 µM; AID 651958; Pep-AMC fluorescence; 0.55% of 370,000 active; note: 0% = vehicle wells with enzyme and 100% = no enzyme wells
Mtb FBA inh: Mtb fructose-bisphosphate aldolase inhibition; inhibition, % at 1 µM; P9WQA3; 2.3% of 360,000 active; AID 588726; purified M. tuberculosis FBA, fluorescence read-out; in the data active = inhibition above about 27%;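 note: 0% = vehicle and 100% = reference inhibitor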
Target sequence (P9WQA3 whole entry, looked up): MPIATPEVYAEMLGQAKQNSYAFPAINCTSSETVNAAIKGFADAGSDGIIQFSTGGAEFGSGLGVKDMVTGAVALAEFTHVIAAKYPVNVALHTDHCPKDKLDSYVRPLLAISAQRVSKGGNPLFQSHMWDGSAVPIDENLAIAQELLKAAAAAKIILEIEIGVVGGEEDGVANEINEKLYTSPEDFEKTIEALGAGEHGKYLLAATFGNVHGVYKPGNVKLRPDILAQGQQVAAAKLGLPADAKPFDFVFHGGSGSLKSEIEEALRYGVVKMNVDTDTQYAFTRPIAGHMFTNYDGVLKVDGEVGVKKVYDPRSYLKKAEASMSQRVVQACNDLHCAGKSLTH
BoNT-F LC inh: inhibitors of Botulinum neurotoxin F light chain protease. 0.22% of 360,000 active. Multiplex microsphere protease cleavage assay, flow cytometry. inhibition, % at 10 µM; in the data active = inhibition above about 35%, passing the limit was not always enough; inconclusive = no clear call, values can overlap the other calls; note: plate controls were buffer without enzyme for full effect and enzyme alone for no effect
PrPC surface inh: reduces human prion protein on the cell surface. P04156. cell surface PrPC, TR-FRET read-out. inhibition, % at 13.8 µM. 0.43% of 370,000 active. AID 720596; in the data active = inhibition above about 24%; note: 0% = median of the test wells and 100% = reference compound wells
UGM FP inh: inhibitors of M. tuberculosis UDP-galactopyranose mutase; 0.06% of 320,000 active; inhibition, % at 10 µM; purified UGM, fluorescence polarization probe displacement; P9WIQ1; in the data active = inhibition above about 10%, passing the limit was not always enough; inconclusive = no clear call, values can overlap the other calls
Target sequence (P9WIQ1 whole entry, looked up): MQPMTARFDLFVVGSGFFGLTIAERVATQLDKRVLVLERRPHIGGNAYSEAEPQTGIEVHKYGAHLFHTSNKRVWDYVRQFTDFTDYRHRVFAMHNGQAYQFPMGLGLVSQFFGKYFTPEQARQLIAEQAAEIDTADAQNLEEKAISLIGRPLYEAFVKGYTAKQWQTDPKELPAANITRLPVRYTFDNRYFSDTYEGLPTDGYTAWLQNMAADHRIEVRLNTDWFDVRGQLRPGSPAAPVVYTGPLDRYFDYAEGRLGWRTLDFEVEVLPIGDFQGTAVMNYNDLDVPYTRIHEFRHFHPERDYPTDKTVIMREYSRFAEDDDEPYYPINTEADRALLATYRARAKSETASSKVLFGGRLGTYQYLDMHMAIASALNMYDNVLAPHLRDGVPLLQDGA
BioA inh: blocks M. tuberculosis BioA enzyme activity. purified M. tuberculosis BioA enzyme, plate reader. inhibition, % at 9.99 µM. 0.096% of 360,000 active. AID 602481; in the data active = inhibition above about 40%; inconclusive = no clear call, values can overlap the other calls
GDH-TPI inh: counter-screen for M. tuberculosis FBA inhibitors: GDH-TPI coupled enzymes. 1.2% of 360,000 active. AID 588335. inhibition, % at 4.8 µM. GDH-TPI coupled enzyme counterscreen, NADH absorbance;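 note: 0% = DMSO wells and 100% = wells lacking the enzyme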
BoNT-A LC inh2: inhibitors of Botulinum neurotoxin A light chain protease. multiplex microsphere protease substrate cleavage, flow cytometry. inhibition, % at 10 µM. 0.17% of 360,000 active. AID 588499; in the data active = inhibition above about 30%; inconclusive = no clear call, values can overlap the other calls; note: plate controls were buffer without enzyme for full effect and enzyme alone for no effect
FadD28 binding: blocks FadD28 binding to the bisubstrate probe | fluorescence polarization | inhibition, % at 12.5 µM | 0.22% of 360,000 active; in the data active = inhibition above about 8.5%, passing the limit was not always enough; inconclusive = no clear call, values can overlap the other calls
An asterisk follows results filed as active; ? = inconclusive; nt = no result given. Cut-off read from the data, not from the text of the source, unless noted: active = inhibition above about 30%; inactive = the rest.

SMILES | CCHF vOTU inh | Mtb FBA inh | BoNT-F LC inh | PrPC surface inh | UGM FP inh | BioA inh | GDH-TPI inh | BoNT-A LC inh2 | FadD28 binding
Cc1ccc(NC(=O)Nn2cnnc2)cc1Cl | 5 | -1 | -2 | 4 | 0.8 | 0.0 | -7 | 1.2 | -2.0
CCn1c(SCc2nc3ccccc3s2)nnc1-c1cccs1 | -14 | 3 | 16 | 6 | 0.6 | nt | -6 | 11 | 0.7
O=C(Nc1ncc(Cc2ccccc2Cl)s1)C1CCCO1 (configuration not stated) | -2 | -8 | -8 | 4 | -0.8 | -2.4 | -4 | 0.1 | -3.4
Cc1ccc(OCC(=O)Nc2ccc(Cl)cc2)c(-n2nc3ccccc3n2)c1 | 3 | 1 | -8 | -1 | -0.9 | -1.1 | 0 | 2.1 | -2.6
CC(OC(=O)c1ccc(Cl)c(S(N)(=O)=O)c1)C(=O)NCc1ccc2c(c1)OCO2 (configuration not stated) | -10 | 6 | -332 | -2 | -1.4 | -1.5 | 9 | -207 | -2.5
Cc1ccc(SCc2cc(=O)[nH]c(Nc3nc(C)c4cccc(C)c4n3)n2)cc1 | 24 | -6 | 3 | 3 | 0.8 | 0.3 | 1 | 2.6 | -3.4
O=C(CNC(=O)c1ccccc1)OCC(=O)N1N=C(c2ccc(Cl)cc2)CC1c1ccco1 (configuration not stated) | 0 | 1 | -2 | 6 | 1.4 | nt | 6 | -0.1 | -2.3
COc1cc(C2/C(=C(\O)c3ccc4c(c3)CC(C)O4)C(=O)C(=O)N2CCCn2ccnc2)ccc1O (configuration not stated) | 8 | 1 | 7 | -1 | 7.2 | -0.1 | 8 | 0.2 | -3.0
COc1ccc(CCNC(=O)CC2Nc3ccccc3NC2=O)cc1OC (configuration not stated) | 2 | 3 | -6 | -9 | -0.9 | -4.3 | 8 | -3.9 | 1.1
CN(C)CCN1C(=O)c2oc3ccccc3c(=O)c2C1c1ccc(F)cc1 (configuration not stated) | -4 | 0 | -3 | 1 | 2.1 | 2.9 | 10 | 0.0 | -2.7
NC(=O)c1ncn([C@@H]2O[C@H](CNCc3ccc(-c4cc(C(F)(F)F)ccc4Cl)o3)[C@@H](O)[C@H]2O)n1 | 14 | 3 | -8 | -8 | nt | -0.3 | 6 | -0.4 | -0.1
S=c1[nH]nc(-c2c[nH]c3ccccc23)o1 | 6 | 50* | -1 | 6 | 2.3 | 7.1 | 3 | 0.8 | -2.7
CCCCc1ccc(NC(=O)Cn2c(=O)c(N3CCCCC3)c(N)n(C)c2=O)cc1 | 17 | -2 | -6 | 7 | -1.9 | -0.4 | 3 | -0.4 | -3.2
O=C(NCC(F)(F)F)c1[nH]c(C(F)(F)F)nc1-c1ccccc1 | -5 | 5 | 0 | 7 | nt | 0.7 | nt | -0.5 | -0.8
CC(=O)N(c1ccc(C)cc1)c1nc(C)cc(C)c1C#N | -10 | -1 | 8 | -2 | 4.1 | -0.6 | 15 | -0.6 | 0.2
COc1ccc(-n2c(NN)nc3sc4c(c3c2=O)CCCC4)cc1 | 1 | -2 | -9 | 9 | 4.4 | -4.5 | 3 | -0.6 | -2.6
CC1=CC(C)(C)N(C(=O)CSc2nnc(-c3ccc(C)cc3)o2)c2ccc(C)cc21 | 15 | 10 | 2 | 2 | 3.2 | nt | -8 | 0.2 | -3.1
CC(=O)Nc1cccc(C(=O)NC(C)c2ccc(S(N)(=O)=O)cc2)c1 (configuration not stated) | 10 | -3 | -9 | 1 | -3.1 | 0.3 | 3 | 0.5 | -2.8
Cc1cccc2c(C(=O)N3CCCCC3)cc(-c3ccccc3)nc12 | 7 | -1 | 6 | 0 | 1.1 | 0.0 | 3 | 0.5 | -3.3
Cc1cc(O)c(C(C)C)cc1NC(=O)Cn1nc(C)c2ccccc2c1=O | 7 | 2 | nt | -4 | -2.1 | -0.2 | 5 | nt | -3.1
Cc1ccc(NC(=O)NC(=O)N(C(C)C)S(C)(=O)=O)nc1 | -28 | 19 | -8 | -3 | 2.2 | -0.6 | 11 | -0.6 | -1.5
COc1ccc(CCNC(=O)COc2coc(CN3c4ccccc4CC3C)cc2=O)cc1OC (configuration not stated) | -1 | 0 | -9 | 4 | -0.3 | -0.4 | -2 | 0.0 | 0.4
CC(C)Oc1ccc(S(=O)(=O)N2CCOCC2)cc1NC(=O)c1ccc(N2CCCC2=O)cc1 | 12 | 2 | -2 | 5 | 1.6 | 10 | 0 | 0.6 | 0.8
CN(CCCC(=O)Nc1nccs1)S(=O)(=O)c1ccc(Cl)cc1 | -2 | 0 | -8 | -3 | -2.0 | -0.2 | -1 | -0.5 | -5.6
CS(=O)(=O)c1ccc(Cl)c(NC(=O)CSC(=S)N2CCCC2)c1 | -2 | 4 | 3 | -3 | 0.3 | 0.8 | -5 | 2.1 | -0.8
CC(C)(C)C(=O)CC1(O)C(=O)N(Cc2ccccc2)c2ccccc21 (configuration not stated) | nt | 1 | 34 | nt | -1.1 | -0.6 | 0 | ? | -2.8
CC(/C=C/c1ccco1)=N\NC(=O)CNc1ccc2ccccc2c1 | -15 | 7 | -4 | 6 | -0.1 | nt | 9 | -1.1 | -2.2
CCc1ccc(C(=O)NNC(=O)c2cc(S(=O)(=O)N(C)C)ccc2N2CCCC2)cc1 | 13 | -3 | 4 | 2 | -0.1 | 1.1 | 11 | 2.1 | -4.8
O=C(NNC(=S)NC1CCCCC1)c1ccccc1Br | 4 | 2 | -4 | 1 | -0.3 | -1.2 | -5 | -2.6 | -3.2
COc1ccc(/C=C/CN2CCCC(CO)(Cc3cccc(Cl)c3)C2)cc1 (configuration not stated) | -2 | -2 | 4 | -4 | 5.4 | -0.2 | -4 | -0.1 | -9.0
CCc1ccc(N2CC(C(=O)NC3CC3)CC2=O)cc1 (configuration not stated) | 6 | -2 | -3 | 0 | 2.5 | -0.4 | -3 | 0.4 | -2.4
COc1cccc(SCc2noc(C(=O)NCC3CCCO3)c2C(=O)O)c1 (configuration not stated) | -1 | -1 | 8 | -1 | 0.5 | -0.7 | 7 | -0.2 | -1.6
O=C(CNS(=O)(=O)c1ccc(Br)s1)N1CCN(c2ccc(F)cc2)CC1 | 11 | 2 | 13 | 2 | -0.6 | 1.3 | -4 | -1.3 | -1.2
Cc1ccc(OCC(O)Cn2c(=N)n(CCN3CCCCC3)c3ccccc32)cc1 (configuration not stated) | -1 | 0 | -6 | -25 | -1.5 | 1.8 | 3 | -0.7 | -3.6
O=C(CNC(=O)c1cc(-c2ccccc2)nn1-c1ccccc1)Nc1ccccc1Br | 12 | 4 | -2 | 0 | nt | -6.7 | 3 | 0.6 | -2.2
CC(Oc1ccc(Br)cc1Cl)C(=O)Nc1ccncc1 (configuration not stated) | 0 | 4 | ? | 10 | -2.6 | 2.3 | -3 | -1.4 | -0.9
COc1ccc(C(=O)Nc2c(-c3ccccc3)nc3ccccn23)c(OC)c1 | -5 | 1 | -6 | 5 | 4.5 | -0.6 | 6 | -2.1 | nt
C[C@@H]1CC[C@H](Cc2ccc(-n3cccc3)cc2)N1C(=O)OC(C)(C)C | 18 | 3 | -1 | 2 | nt | -4.6 | 8 | -0.4 | 0.5
O=C(CSc1nc2[nH]ncc2c(=O)[nH]1)Nc1ccc(F)cc1 | -3 | 8 | nt | 2 | 2.1 | -0.8 | 5 | nt | -1.1
CCc1ccc(N2CC(C(=O)Nc3ccc4c(c3)OCO4)CC2=O)cc1 (configuration not stated) | 9 | -3 | 0 | 2 | 0.0 | -2.1 | 2 | 3.7 | -1.4
CC[C@]12c3[nH]c4ccccc4c3CCN1C(=O)C(CC(=O)NCCN1CCOCC1)C[C@@H]2C(=O)N1CCN(C(=O)c2ccco2)CC1 (some centres not stated) | -8 | 0 | -5 | 0 | -0.8 | 0.1 | -10 | 0.1 | 0.4
Cc1onc(-c2ccccc2)c1C(=O)Nc1ccc2c(c1)OCO2 | -12 | -1 | -10 | -5 | -2.0 | nt | 8 | 0.6 | -3.0
Cc1cnc(N)nc1-c1ccccc1 | 0 | 7 | -10 | 5 | nt | -0.1 | 14 | -1.2 | -3.5
COc1ccc(F)cc1S(=O)(=O)N1CCN(C(=O)c2ccco2)CC1 | -7 | 0 | 32 | 5 | 1.1 | 2.1 | -4 | 1.7 | -3.6
CCC(=O)c1ccc(OCC(=O)Nc2ccc(N3CCCCC3)cc2)cc1 | -3 | 1 | 12 | -7 | -0.8 | 0.3 | -14 | 8.1 | -6.0
Cc1nc2c(OCc3ccc(C#N)cc3)cccn2c1N(C)C(=O)CCC1CCCC1 | 14 | -3 | -5 | 3 | nt | 4.8 | -4 | -0.3 | -6.0
COC(=O)c1sccc1NN1C(=O)c2ccccc2C1=O | -1 | 4 | -1 | -6 | -0.8 | nt | 3 | 0.2 | -0.5
Cc1ccc(OCCCC(=O)Nc2ccc(Cl)c(S(=O)(=O)N3CCOCC3)c2)cc1 | 2 | 0 | -8 | 6 | -1.9 | -1.1 | -9 | 0.2 | -4.1
CCc1cccc(CC)c1NC(=O)COn1nnc2ccc(C(F)(F)F)cc21 | 9 | 0 | -3 | -3 | 0.3 | nt | -6 | -0.1 | -5.8
CC1(C)C=Cc2c(c3c(c4c(=O)c(-c5ccc(O)cc5)coc24)OC(C)(C)CC3)O1 | 10 | 1 | -3 | 0 | -1.6 | -0.7 | 14 | -0.5 | -1.4
Cc1ccc(C(CNC(=O)C(=O)Nc2ccc3c(c2)OCCO3)N2CCN(C)CC2)cc1 (configuration not stated) | -20 | -4 | nt | -2 | -3.2 | -0.6 | 11 | nt | -3.2
Clc1ccc(-n2nnc(-c3nccs3)n2)cc1Cl | 23 | 4 | 10 | 1 | -3.8 | -6.9 | 14 | 0.6 | -0.8
CCOc1ccc(NC(=O)N2CCC(NC(=O)C(Cc3ccc(OC)c(OC)c3)NC(C)=O)CC2)cc1 (configuration not stated) | -7 | -2 | 23 | -4 | 2.2 | -2.3 | -5 | 0.6 | -3.7
Cc1cc(C(=O)CSc2n[nH]c(N)n2)c(C)n1-c1ccc2c(c1)OCO2 | 6 | -2 | -4 | 5 | 0.4 | 5.4 | 6 | -0.4 | -0.4
Nc1cc2c(cc1Cl)-c1ccc([N+](=O)[O-])cc1C2=NO | 20 | -6 | ? | -48 | nt | -2.0 | 10 | ? | 0.7
O=C1CN(C(=O)/C=C/c2ccccc2F)c2ccccc2N1 | 3 | -2 | -2 | -7 | 1.7 | nt | 5 | 0.3 | -1.2
CCCn1c(N)c(C(c2ccc(OC)cc2)N2CCN(c3ccccc3)CC2)c(=O)[nH]c1=O (configuration not stated) | 8 | 0 | 0 | -6 | 0.3 | nt | -3 | 0.3 | -2.6
O=C(NC(Cc1c[nH]c2ccccc12)C(=O)O)c1ccc(F)cc1 (configuration not stated) | 20 | 3 | 3 | 3 | 2.4 | nt | 7 | 0.1 | 1.2

Reprinted at random: 7 compounds from above.
SMILES | CCHF vOTU inh | Mtb FBA inh | BoNT-F LC inh | PrPC surface inh | UGM FP inh | BioA inh | GDH-TPI inh | BoNT-A LC inh2 | FadD28 binding
CC1(C)C=Cc2c(c3c(c4c(=O)c(-c5ccc(O)cc5)coc24)OC(C)(C)CC3)O1 | 10 | 1 | -3 | 0 | -1.6 | -0.7 | 14 | -0.5 | -1.4
CCc1cccc(CC)c1NC(=O)COn1nnc2ccc(C(F)(F)F)cc21 | 9 | 0 | -3 | -3 | 0.3 | nt | -6 | -0.1 | -5.8
O=C1CN(C(=O)/C=C/c2ccccc2F)c2ccccc2N1 | 3 | -2 | -2 | -7 | 1.7 | nt | 5 | 0.3 | -1.2
CCOc1ccc(NC(=O)N2CCC(NC(=O)C(Cc3ccc(OC)c(OC)c3)NC(C)=O)CC2)cc1 (configuration not stated) | -7 | -2 | 23 | -4 | 2.2 | -2.3 | -5 | 0.6 | -3.7
O=C(NC(Cc1c[nH]c2ccccc12)C(=O)O)c1ccc(F)cc1 (configuration not stated) | 20 | 3 | 3 | 3 | 2.4 | nt | 7 | 0.1 | 1.2
Clc1ccc(-n2nnc(-c3nccs3)n2)cc1Cl | 23 | 4 | 10 | 1 | -3.8 | -6.9 | 14 | 0.6 | -0.8
Cc1ccc(C(CNC(=O)C(=O)Nc2ccc3c(c2)OCCO3)N2CCN(C)CC2)cc1 (configuration not stated) | -20 | -4 | nt | -2 | -3.2 | -0.6 | 11 | nt | -3.2
